From PubChem BioAssay
MITF act: activators of MITF-driven TRPM1 promoter reporter, primary screen, cell-based, SK-MEL-5, luciferase, single point. 300,000 compounds, 0.75% hits. SK-MEL-5 TRPM1-promoter luciferase, 24 h; % of positive control, neutral wells = 0. activation, % at 12.5 µM. AID 588334, 2011;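 active = mean activation of at least 80% with every replicate also reaching 80%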;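 note: 0% = neutral control wells and 100% = parthenolide positive control wells; values of inactives mirror those of a sister screen read the other way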
CDK5 inh: inhibitors of human CDK5/p35 kinase, primary screen, biochemical, single concentration; Recombinant CDK5/p35, ADP-Glo luminescence, 60 min; inhibition, % at 10 µM; 330,000 compounds, 0.01% hits;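 active = highest replicate inhibition of at least 50% and at least 75% of replicates reaching 50%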;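 note: plate controls were DMSO neutral control for no effect and GW8510 at 10 µM for full effect; many of its hits are not listed in these tables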
Wnt act: Wnt/beta-catenin pathway activators, primary screen, cell-based, plate reader, single point. AID 743398, 2014. Wnt/beta-catenin reporter cell assay, activator. activation, % at 9.35 µM. 300,000 compounds, 1.2% hits; in the data active = activation above about 30%, passing the limit was not always enough;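 note: 0% = neutral control wells and 100% = positive control wells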
V-ATPase pHluor: regulators of yeast V-ATPase proton pumping, primary screen, pHLuorin cytosolic pH fluorescence. S. cerevisiae. 350,000 compounds, 0.37% hits. response, % at 10 µM; in the data active = response mostly above about 7.3%, no sharp cut-off; inactive = mostly below about 5.4%; note: actives read high; inactives centre near 0; some compounds called inactive have numbers as strong as hits; reference of the scale not given here
dFosB activator: activators of delta FosB homodimer, primary screen, biochemical, fluorescence polarization, TAMRA-CDK5 oligo, single point; purified delta FosB; percent of positive-control signal above neutral wells; 340,000 compounds, 0.99% hits; Protein FosB (Mus musculus), P13346; activation, % at 25 µM;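 active = mean activation above about 17%, with every replicate also reaching it, limit read from the data, passing the limit was not always enough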;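 note: fluorescence polarization rise as delta FosB binds a TAMRA Cdk5 AP-1 oligo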
Target sequence (P13346 whole entry, looked up): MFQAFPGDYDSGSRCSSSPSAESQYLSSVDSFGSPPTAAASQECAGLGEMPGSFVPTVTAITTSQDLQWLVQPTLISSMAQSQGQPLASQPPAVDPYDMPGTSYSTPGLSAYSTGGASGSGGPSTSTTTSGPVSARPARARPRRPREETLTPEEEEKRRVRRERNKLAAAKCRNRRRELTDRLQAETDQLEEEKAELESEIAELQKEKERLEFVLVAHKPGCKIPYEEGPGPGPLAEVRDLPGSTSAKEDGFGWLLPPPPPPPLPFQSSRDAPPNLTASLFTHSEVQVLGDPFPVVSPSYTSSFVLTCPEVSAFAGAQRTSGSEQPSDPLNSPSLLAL
HTR5A inv ag: HTR5A inverse agonists in luminescence cell assay, primary screen, counter-screen for OPRM1-OPRD1 heterodimer inverse agonist project, full-deck HTS; HTR5A cell line, inverse agonism; AID 504634, 2011; inhibition, % at 9.3 µM; 5-hydroxytryptamine receptor 5A (Homo sapiens), P47898; 340,000 compounds, 0.083% hits; in the data active = inhibition mostly above about 23%, no sharp cut-off; inactive = mostly below about 18%;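 note: 0% = cells with DMSO and 100% = no-cell wells with DMSO; some compounds called inactive have numbers as strong as hits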
HTR5A ag: HTR5A agonists in luminescence cell assay, primary screen, counter-screen for OPRM1-OPRD1 heterodimer agonist project, full-deck HTS; 5-hydroxytryptamine receptor 5A (Homo sapiens), P47898; cell-based; activation, % at 9.3 µM; 340,000 compounds, 0.61% hits; in the data active = activation mostly above about 9.5%, no sharp cut-off; inactive = mostly below about 7.6%;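 note: 0% = cells with vehicle only and 100% = reference agonist; strong numbers were not always called active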
NSD2 HMT inh: NSD2 histone methyltransferase inhibitors, primary screen, biochemical, AlphaScreen, single concentration, set 2; NSD2 peptide methylation, 120 min; Histone-lysine N-methyltransferase NSD2 (Homo sapiens), O96028; inhibition, % at 12.5 µM; 310,000 compounds, 0.54% hits; in the data active = inhibition above about 50%
SR-BI DiI inh: inhibitors of SR-BI mediated HDL lipid uptake, primary screen, ldlA[mSR-BI] cells, fluorescence, single point. Scavenger receptor class B member 1 (Mus musculus), Q61009. ldlA[mSR-BI] CHO cells, DiI-HDL uptake fluorescence, 3 h. inhibition, % at 12.5 µM. 320,000 compounds, 0.96% hits;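 active = mean replicate inhibition of at least 70% and a set share of replicates each scoring 70 or more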;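 note: 0% = median of neutral control wells and 100% = median of positive control wells; values of inactives mirror those of a sister screen read the other way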
Target sequence (Q61009 whole entry, looked up): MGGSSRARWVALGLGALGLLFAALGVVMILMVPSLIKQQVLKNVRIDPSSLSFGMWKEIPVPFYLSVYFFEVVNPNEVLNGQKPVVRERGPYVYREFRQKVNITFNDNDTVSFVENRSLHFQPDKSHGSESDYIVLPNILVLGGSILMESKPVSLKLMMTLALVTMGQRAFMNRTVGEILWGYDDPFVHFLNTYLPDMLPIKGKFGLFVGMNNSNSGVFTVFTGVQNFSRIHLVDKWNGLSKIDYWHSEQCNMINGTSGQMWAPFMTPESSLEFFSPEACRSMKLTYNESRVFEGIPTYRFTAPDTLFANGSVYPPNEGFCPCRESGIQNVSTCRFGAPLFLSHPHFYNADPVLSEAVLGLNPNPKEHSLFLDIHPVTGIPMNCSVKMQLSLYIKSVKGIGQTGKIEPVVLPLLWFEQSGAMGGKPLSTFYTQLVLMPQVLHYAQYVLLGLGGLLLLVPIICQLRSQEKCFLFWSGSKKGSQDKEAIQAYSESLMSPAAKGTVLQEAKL
PvdQ acylase: P. aeruginosa PvdQ acylase inhibitors, primary screen, biochemical, fluorescence, plate reader and imaging, single point; PvdQ acylase [Pseudomonas aeruginosa LESB58]; purified PvdQ acylase; inhibition, % at 10 µM; 340,000 compounds, 0.063% hits; AID 488965, 2010; in the data active = inhibition above about 30%, passing the limit was not always enough;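 note: 0% = vehicle neutral wells and 100% = reference inhibitor wells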
An asterisk follows results filed as active; / = not tested or not shown; & = joins results of further samples.

SMILES	MITF act	CDK5 inh	Wnt act	V-ATPase pHluor	dFosB activator	HTR5A inv ag	HTR5A ag	NSD2 HMT inh	SR-BI DiI inh	PvdQ acylase
CN1CCCN(Cc2nc(-c3ccc(Cl)cc3)no2)CC1	22	-1.6	-3	2	-9	-1	0	-1	-2	-19
O=C(COc1cccc(Cl)c1Cl)Nc1ccc2c(c1)CCC2	25	-0.9	8	1	-11	-13	2	-1	-14	-11
O=C(COC(=O)Cc1ccc(-c2ccccc2)cc1)NCc1ccccc1	10	1.4	-2	-1	-4	12	-4	0	-30	-11
O=C(O)CSCc1nc2scc(-c3ccccc3)c2c(=O)[nH]1	3	1.2	-2	-2	4	11	-6	2	-5	-5
C[C@]12CC[C@@H]3c4ccc(OC(=O)c5ccccc5)cc4CC[C@H]3[C@@H]1CC[C@@H]2O	13	-0.3	2	0	-7	-35	7	/	29	2
COc1ccc(Br)cc1/C=N/NC(=O)Cn1nnnc1N	-1	1.3	-2	-3	4	5	-2	1	13	-10
COc1ccc(N2CCN(C(=O)C3CCN(S(=O)(=O)c4cccs4)CC3)CC2)cc1	-2	-1.0	0	2	-7	15	-5	3	-18	-7
CCOC(=O)CSc1n[nH]c(-c2ccco2)n1	-9	0.0	-3	2	8	-4	2	/	-21	-2
COc1ccccc1C(=O)NC(=O)COC(=O)CNC(=O)c1ccc(Cl)c([N+](=O)[O-])c1	2	1.9	-1	-2	-3	5	-2	-1	-5	-16
Cc1ccc2nc(SCC(=O)N3CCCC3)nc(=O)n2c1	11	0.0	4	-3	2	6	-2	0	-43	4
CCOC(=O)/C(=N/Nc1ccc(OC)cc1)Sc1nnc(CCc2ccccc2)n1-c1ccccc1	-1	0.2	/	2	-14	10	5	-1	1	-17
CC1CCN(c2ccc(/C=C(\C#N)c3nn(-c4ccccc4)c(N)c3C#N)cc2[N+](=O)[O-])CC1	-2	0.3	/	-1	-7	-3	0	1	38	15
CC(=O)N(c1ccc(N(C(C)=O)S(=O)(=O)c2cccs2)cc1)S(=O)(=O)c1cccs1	/	0.0	-5	-5	-5	24	-1	-1	-5	-14
Cc1cc(C)c(C2=NOC3C4CCC(C4)C23)c(C)c1 (centres undefined)	17	2.0	2	0	-4	-11	0	-3	-18	-5
COc1cc(OC)c(C2C(C#N)=C(N)OC3=C2C(=O)CC(C)(C)C3)cc1OC (centres undefined)	3	1.2	-1	2	-6	21	1	2	-7&10	2&-17

Just Wnt act and HTR5A ag (3 entries from above):
structure | Wnt act | HTR5A ag
Cc1cc(C)c(C2=NOC3C4CCC(C4)C23)c(C)c1 (centres undefined) | 2 | 0
CCOC(=O)/C(=N/Nc1ccc(OC)cc1)Sc1nnc(CCc2ccccc2)n1-c1ccccc1 | / | 5
O=C(O)CSCc1nc2scc(-c3ccccc3)c2c(=O)[nH]1 | -2 | -6

Other records
SMILES	MITF act	CDK5 inh	Wnt act	V-ATPase pHluor	dFosB activator	HTR5A inv ag	HTR5A ag	NSD2 HMT inh	SR-BI DiI inh	PvdQ acylase
CN(C)S(=O)(=O)c1ccc(C(=O)Nc2nc3ccccc3[nH]2)cc1	62	0.7	13	0	-5	15	-6	-2	-9	-11
CC(C)(CO)NC(=O)c1ccc2c(c1)C(=O)c1ccccc1-2	68	-0.3	22	-1	5	3	-1	-2	8	-4
CCOc1cc(C(N)=O)cc(Br)c1OCc1ccccc1	0	-0.7	-1	-1	-7	-11	3	0	5	-10
COC(=O)C1=C(O)/C(=C\c2ccc(CNS(=O)(=O)c3ccc(Cl)cc3)o2)N=C1C	0	-0.9	-2	-1	-5	-31	6	-2	1	14
CSc1ncc(CN2CCN(CCC(C)C)C(CCO)C2)cn1 (centres undefined)	3	2.1	-2	-2	0	-21	-4	3	-12	-14
COC(=O)c1nc(NC(=O)c2ccccc2Br)n[nH]1	7	-2.6	0	3	-7	-7	2	3	-33	-6
Cc1ccc2c(c1)-c1cc(C)nn1C(c1sccc1C)N2 (centres undefined)	/	-1.9	/	-4	-11	-6	-2	-4	34	4
COc1cc2c(cc1NC(=O)COC(=O)CNC(=O)c1ccccc1)oc1ccccc12	-5	-0.5	2	-2	-3	-3	1	1	42	-10
COc1ccccc1Oc1coc2cc(OC(=O)N3CCOCC3)ccc2c1=O	18	-0.7	4	-2	-6	-8	3	0	-6	-11
CCOC(=O)C1CCN(c2nc(N)c3c(N)nc(SCC(=O)O)cc3c2C#N)CC1	-10	1.2	8	-2	-13	-15	5	101*	10	-10
Cc1cc(C(=O)O/N=C(\N)c2ccncc2)ccc1[N+](=O)[O-]	/	1.5	9	3	1	6	2	3	-1	-2
CC(=O)NCCC(=O)Nc1ccc(C)c(F)c1	/	-2.1	8	2	-3	-2	0	-1	7	-4
CCN1CCN(c2ncnc3c2cnn3-c2ccccc2)CC1	87*	0.4	-2	0	-13	10	-4	/	19	2
CCOc1ccc(OCC)c(NC(=O)C2CCN(c3nn4c(=O)cc(C)nc4s3)CC2)c1	5	0.2	-1	0	-7	-12	4	-1	69	-11
COc1ccc(C(=O)/C=C2/c3ccccc3CC(C)(C)N2C)cc1	7	-1.6	-1	4	-8	-6	-2	7	46	-11

Shown with values under each structure: entries from further up.
Below each SMILES: MITF act | CDK5 inh | Wnt act | V-ATPase pHluor | dFosB activator | HTR5A inv ag | HTR5A ag | NSD2 HMT inh | SR-BI DiI inh | PvdQ acylase
> Cc1cc(C(=O)O/N=C(\N)c2ccncc2)ccc1[N+](=O)[O-]
  / | 1.5 | 9 | 3 | 1 | 6 | 2 | 3 | -1 | -2
> CCOC(=O)C1CCN(c2nc(N)c3c(N)nc(SCC(=O)O)cc3c2C#N)CC1
  -10 | 1.2 | 8 | -2 | -13 | -15 | 5 | 101* | 10 | -10

More records
SMILES	MITF act	CDK5 inh	Wnt act	V-ATPase pHluor	dFosB activator	HTR5A inv ag	HTR5A ag	NSD2 HMT inh	SR-BI DiI inh	PvdQ acylase
Cc1cc(=O)cc(C)n1-c1ccc2c(c1)nc(C)n2-c1ccccc1	3	-1.5	-4	4	-1	-9	3	-1	9	1
Cc1cc2cc(CNC(=O)Cc3cccs3)ccc2n1C	-8	1.9	/	-1	-7	-15	5	/	11	-7
CC(C)c1onc(C(=O)NC2CCCCC2)c1[N+](=O)[O-]	-5	1.3	1	1	6	-10	1	12	-10	-5
CC(C)c1ccc(NC(=O)COc2ccccc2)cc1	66	-0.9	-2	-3	-2	-12	4	-6	8	-12
COC(=O)C1=C(C)N=C2SC(C)C(=O)N2C1/C=C/c1ccccc1OC (centres undefined)	/	-2.2	/	-2	-4	7	-2	2	-5	-19
COc1ccc(C2=NOC(C(=O)NCC(C)C)C2)cc1 (centres undefined)	51	-0.1	/	-3	2	-26	8	0	-3	-7
O=S(=O)(CCNCCc1ccccc1)NC1CCCCC1	15	0.2	1	-5	-13	-2	0	/	-8	-6
COc1ccc(NC(=O)c2ccc(NC(=O)CN3CCC(C(N)=O)CC3)cc2)cc1	3	-0.5	2	0	1	2	-1	1	10	-15
CC1CCCN(S(=O)(=O)c2ccc(NC(=O)C3CC(=O)N(c4ccccc4)C3)cc2)C1 (centres undefined)	-6	1.0	-5	14*	-7	-8	3	0	/	6
O=C(Nc1cccc(C(F)(F)F)c1)c1cccnc1N1CCOCC1	-13	0.8	-1	4	6	-1	0	-4	13	-16
COc1ccccc1NC(=O)CCN1C(=O)C2C3CCC(C3)C2C1=O (centres undefined)	-12	-0.2	2	1	-5	-6	0	0	-34	-14
CC(C)c1ccc(NC(=O)c2cc(Br)ccc2Br)cc1	29	0.1	-1	-3	2	2	-1	-2	43	12
NC(=S)N/N=C/c1cccc(O)c1O	-14	2.1	1	0	-8	7	2	4	47	-9
NC(=O)C1CCN(CC(=O)NC2CCCc3ccccc32)CC1 (centres undefined)	-5	0.6	0	-2	0	3	-1	1	-7	-11
COc1ccc(CCNC(=S)NCCc2c[nH]c3ccccc23)cc1	-6	2.0	-1	3	-2	12	-4	-3	19	9
CSc1sccc1/C=C(/C#N)C(=O)c1ccco1	3	-0.7	0	-5	-6	3	-1	6	-9	2
CC1CCN(C(=O)Nc2ccc3nsnc3c2)CC1	100*	-0.6	/	0	-5	-9	1	-1	0	-4
Cc1ccc2nc(C)c3c(c2c1)SCC3	/	-0.7	-1	2	-5	/	/	1	3	1
O=C(NNC(=O)C1CC(c2cccnc2)=NO1)Nc1ccccc1F (centres undefined)	-12	-0.2	-1	-2	3	7	-2	-1	-9	1
COc1ccc(OC)c(N2C(=O)CCCC2=O)c1	16	-1.3	0	1	-5	-34	6	-1	-9	-4
COCCN(C(=O)COC(=O)CCc1c[nH]c2ccccc12)c1c(N)n(Cc2ccccc2)c(=O)[nH]c1=O	-7	-0.2	-4	2	-12	9	-4	-2	23	1
O=C(O)C1Cc2ccccc2CN1C(=O)CSc1nnc2ccccn12 (centres undefined)	0	-0.6	0	-3	2	4	-1	0	15	-5
COc1ccc(C)cc1NC(=O)CSc1ccc(-c2ccccn2)nn1	6	-2.0	-3	0	-7	-8	2	-1	38	4
CCC(=O)Nc1nn(CC(C)C)c2nc3ccc(C)cc3cc12	/	0.3	5	0	-3	-1	0	-6	48	-15
COc1ccc(CCNCC(O)COc2ccc(Cl)cc2)cc1OC (centres undefined)	3	1.6	1	0	-1	-1	-4	22	-16	-7
Cc1ccc(NC(=O)CSCC(=O)OC(C)C(=O)Nc2ccccc2C)cc1 (centres undefined)	8	0.3	1	-3	-5	2	-2	3	-21	-10
COc1ccc(-n2c(C)nnc2SCC(=O)N2CCOCC2)cc1	0	0.4	1	3	1	-1	0	-1	10	-8
CCOC(=O)N1CCN(C(=O)c2ccc3nc(-c4ccccc4)c(-c4ccccc4)nc3c2)CC1	-3	0.8	-4	3	-5	-20	-1	7	20	5
COc1ccc(NS(=O)(=O)c2ccc(C(=O)OC(C)C(=O)N3CCOCC3)cc2)cc1 (centres undefined)	-15	-3.0	0	-4	-17	19	-7	-2	-15	-6
O=C1Cn2c(nc3ccccc32)N1c1ccccc1F	4	-2.3	-4	0	-1	/	/	3	4	-8
COC(=O)C(C(C)C)N1CCc2c(C)nc3c(C#N)cnn3c21 (centres undefined)	-16	0.1	0	0	-3	-11	4	21	-23	-10
COC(=O)CCCCC1SCC2NC(=O)NC21O (centres undefined)	-5	-1.0	-2	-3	-6	11	5	/	-57	-16
CC(C)CC(c1nnnn1C1CCCC1)N1CCN(C(=O)c2ccco2)CC1 (centres undefined)	26	1.9	0	2	-12	-45	2	-1	-10	5
N=c1c2c3c(sc2ncn1CCCN1CCOCC1)CCCCC3	/	1.4	-3	5	-1	-4	6	1	0	-7
C[C@H](NC(=O)c1nc[nH]c1C(=O)NCc1ccc(CNC(=O)OC(C)(C)C)cc1)C(=O)OC(C)(C)C	-2	2.1	-5	2	-30	-13	4	/	10	-10
ClC1(Cl)CC1Cn1c(C2CC2)nc2ccccc21 (centres undefined)	14	-8.6	0	0	-3	-14	2	-1	10	-4
O=C(COC(=O)c1ccc([N+](=O)[O-])o1)NC1CCCc2ccccc21 (centres undefined)	-8	0.2	0	5	-2	-1	0	1	-3	-4
